S1P3 antag: S1P3 (human) receptor antagonism; Q99500; CHO S1P3 NFAT-BLA reporter, FRET fluorescence, antagonist mode; inhibition, % at 4.98 µM; 170,000 compounds, 0.27% hits; AID 485;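 active = inhibition above the plate cutoff, the mean inhibition of test wells on that plate plus 3 SD, cut at about 28% in these data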;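 also: cells challenged with S1P at its EC80 of 0.8 µM; blue over green emission ratio from cleaved BLA substrate after 4 h stimulation; 0% = S1P-stimulated wells and 100% = unstimulated DMSO-only wells; some compounds past the cut are filed as inactive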
Target sequence (Q99500 whole entry, looked up): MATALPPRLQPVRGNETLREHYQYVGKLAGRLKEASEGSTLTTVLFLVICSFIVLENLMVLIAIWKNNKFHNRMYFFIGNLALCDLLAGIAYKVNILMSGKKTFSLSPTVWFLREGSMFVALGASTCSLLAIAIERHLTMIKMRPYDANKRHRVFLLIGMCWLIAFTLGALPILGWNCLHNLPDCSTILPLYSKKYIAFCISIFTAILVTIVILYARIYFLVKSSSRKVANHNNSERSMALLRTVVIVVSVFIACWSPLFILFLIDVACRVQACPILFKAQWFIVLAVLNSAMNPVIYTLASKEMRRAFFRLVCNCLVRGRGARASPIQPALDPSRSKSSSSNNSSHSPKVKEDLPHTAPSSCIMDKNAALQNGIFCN
PPARg SRC2 recr: agonists of SRC-2 recruitment by human PPARgamma. P37231. PPARgamma LBD-SRC-2 recruitment, biochemical. activation, % at 8 µM. 200,000 compounds, 0.34% hits. AID 1032; in the data active = activation above about 22%;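 also: 0% = vehicle and 100% = reference agonist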
STAT1 inh: STAT1 signaling inhibition | NIH 3T3 STAT1-luciferase reporter, IFN-gamma, luminescence | inhibition, % at 5.5 µM | 200,000 compounds, 0.35% hits;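 active = inhibition above a set limit, the mean inhibition across all tested compounds plus 3 SD, cut at about 34% in these data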;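 also: 0% = IFN-gamma with DMSO and 100% = IFN-gamma with 300 µM nifuroxazide; values of inactives mirror those of a sister screen read the other way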
PPARg SRC-3 ag: PPARgamma-driven SRC-3 recruitment agonism; P37231; biochemical PPARgamma/SRC-3 coactivator recruitment assay; activation, % at 8 µM; 200,000 compounds, 0.26% hits; AID 731; in the data active = activation above about 23%;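 also: 0% = DMSO and 100% = reference agonist; some compounds past the cut are filed as inactive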
STAT3 blocker: STAT3 signaling inhibition; U3A cells, IL-6 STAT3-luciferase reporter, luminescence; host cell line lacks STAT1; inhibition, % at 5.5 µM; 190,000 compounds, 0.89% hits; AID 862;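 active = inhibition above the mean inhibition across all screened compounds plus 3 SD, cut at about 44% in these data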;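 also: 0% = DMSO only wells and 100% = 100 µM nifuroxazide control wells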
PPARg SRC1 recr: agonists of human PPARgamma SRC-1 coactivator recruitment; activation, % at 8 µM; PPARgamma-SRC-1 coactivator recruitment biochemical assay; 200,000 compounds, 0.41% hits; P37231; in the data active = activation above about 19%;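 also: 0% = DMSO and 100% = reference agonist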
TR-FRET SRC-2 ct: counter-screen for PPARgamma SRC-2 recruitment agonists: TR-FRET artefact; 200,000 compounds, 0.4% hits; AID 1049; TR-FRET ratio at 8 µM; stronger effect = higher value; in the data active = TR-FRET ratio above about 2000; also: inactives centre near 1500
STAT3 activator: increases IL-6 driven STAT3 reporter signal; U3A cells, IL-6 STAT3-luciferase reporter, luminescence; 100% = signal with IL-6 EC80 alone; activation (% of control), % at 5.6 µM; 190,000 compounds, 0.91% hits;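 active = activation above the screen-wide mean of compound activation plus 3 SD, cut at about 130% in these data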;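 also: 0% = background luminescence of wells with medium and substrate only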
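Material: STAT3-luciferase reporter U3A cells. Controls: IL-6-treated wells, 100% activation. Read-out: % activation versus median of IL-6-stimulated wells. Probe or stimulus: IL-6 stimulus at 33 ng/mL final. Timing: compound 1 h, then IL-6 6 h at 37 °C. Signal: reporter luminescence signal.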
ROMK primary: modulates human ROMK potassium channel activity. Tet-inducible ROMK, thallium flux fluorescence; actives lie on both sides. 130,000 compounds, 2% hits. B-score at 10 µM. P48048. AID 1918;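 active = signal ratio slope over the read window, or its plate-corrected B-score, at least 3 SD from the plate mean, either direction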;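 also: B-score of the F/F0 ratio slope over 7 to 12 s after thallium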
Target sequence (P48048 whole entry, looked up): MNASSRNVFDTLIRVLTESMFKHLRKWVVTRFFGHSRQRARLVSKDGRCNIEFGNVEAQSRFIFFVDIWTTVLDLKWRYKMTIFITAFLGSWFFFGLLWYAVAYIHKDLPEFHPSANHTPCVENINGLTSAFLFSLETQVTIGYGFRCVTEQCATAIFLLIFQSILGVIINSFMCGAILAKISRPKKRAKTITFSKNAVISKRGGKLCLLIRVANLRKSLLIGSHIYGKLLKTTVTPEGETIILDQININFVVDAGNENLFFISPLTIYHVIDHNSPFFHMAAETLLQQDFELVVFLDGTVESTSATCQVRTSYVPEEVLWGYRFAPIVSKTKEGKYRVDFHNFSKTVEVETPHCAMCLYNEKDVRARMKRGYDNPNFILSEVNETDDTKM
TLR4 MyD88 comp: TLR4-MyD88 interaction inhibition in cells | AID 861 | inhibition, % at 8.4 µM | O00206+Q99836 | 200,000 compounds, 0.18% hits | HeLa CL3-4 TLR4/MyD88 BLA complementation, FRET ratio; in the data active = inhibition above about 25%;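 also: 0% = vehicle and 100% = reference inhibitor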
RAM inhibit: yeast RAM network inhibition. S. cerevisiae dse1pr::URA3 reporter, 5-FOA growth OD615, 2 d; analog-sensitive cbk1-as2 kinase mutant strain. inhibition, % at 50 µM. 190,000 compounds, 1.8% hits. AID 868;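 active = inhibition above a set limit, 3 SD over mean compound inhibition, cut at about 8.4% in these data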;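 also: 0% = DMSO-only wells with no growth and 100% = 10 µM 1-NA-PP1 full growth; inhibition rescues growth on 5-FOA so higher OD means more RAM inhibition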
* = called active by the depositor; / = not tested or not shown.

SMILES | S1P3 antag | PPARg SRC2 recr | STAT1 inh | PPARg SRC-3 ag | STAT3 blocker | PPARg SRC1 recr | TR-FRET SRC-2 ct | STAT3 activator | ROMK primary | TLR4 MyD88 comp | RAM inhibit
CCOC(=O)Cc1csc(SCC(=O)Nc2cc(C)ccc2OC)n1 | 5 | 7 | -8 | -2 | -3 | 4 | 1808 | 107 | -0.17 | 9 | 2.4
OCCN(Cc1nc(-c2ccc3c(c2)OCO3)no1)Cc1cccs1 | 8 | 10 | -14 | -2 | 3 | 2 | 1536 | 101 | 1.2 | 3 | 0.2
COC(=O)c1c(NC(=O)c2c(Cl)cnn2C)sc(C)c1C | 0 | 0 | -7 | -2 | 24 | 6 | 1553 | 84 | -0.13 | -4 | 5.5
c1ccc(CCN2CN=C(Nc3nc4ccccc4o3)NC2)cc1 | -74 | 4 | -24 | 5 | -3 | 6 | 1785 | 107 | / | 2 | -0.4
CCC(=O)NC(=S)Nc1ccc(N2CCOCC2)cc1 | -15 | 2 | -25 | -3 | 5 | -1 | 1514 | 101 | -0.54 | 14 | 1.2
COc1ccc(CNC(=O)C2(C)Cc3ccccc3C(=O)O2)cc1 (stereo unspecified) | -25 | 2 | 0 | -2 | 6 | -1 | 1490 | 103 | 0.55 | 5 | -0.8
CCOC(=O)c1ccc(NC(=O)N2CCN(C(=O)c3ccco3)CC2)cc1 | -13 | -1 | -10 | -3 | 6 | -3 | 1534 | 99 | 0.2 | 8 | -1.1
COc1ccc(N=C2SC(CC(=O)Nc3ccccc3)C(=O)N2Cc2ccccn2)cc1 (stereo unspecified) | 0 | 7 | -13 | 0 | -3 | 9 | 1593 | 108 | 0.17 | 13 | 3.0
CN(C(=O)CSc1nnc(-c2ccncc2)n1C)C1CCS(=O)(=O)C1 (stereo unspecified) | / | 2 | -4 | -7 | 4 | -2 | 1479 | 101 | 3.1* | -1 | -1.1
COc1ccc(/C=N/NC(=O)c2cnccn2)cc1O | -14 | 6 | 2 | 5 | -6 | 3 | 1519 | 101 | / | -5 | 0.5
O=C(O)CCn1c(SCc2cccc3ccccc23)nc2ccccc21 | / | -1 | -4 | -5 | 7 | -9 | 1414 | 94 | -0.93 | -4 | 2.8
NS(=O)(=O)c1ccc(NC(=O)CSc2ccc3ccccc3n2)cc1 | / | -5 | 1 | -3 | -3 | 5 | 1472 | 100 | 0.81 | 1 | 0.4
CC(=O)c1cccc(NC(=O)/C(=C\c2ccco2)NC(=O)c2cccs2)c1 | / | 6 | 0 | 2 | 12 | 12 | 1724 | 99 | / | -1 | 1.8
COc1cc(/C=C\C(=O)NCc2ccc3[nH]c(C)cc3c2)cc(OC)c1OC | 5 | 9 | 2 | 1 | 4 | 8 | 1452 | 97 | 1 | 2 | 1.8
CCOc1cccc(C2NC(=S)NC(C)=C2C(=O)Nc2ccccc2)c1 (stereo unspecified) | 15 | 10 | 8 | 6 | -6 | 0 | 1549 | 101 | / | 5 | 4.4
S=C(NCC1COc2ccccc2O1)Nc1ccccc1 (stereo unspecified) | 0 | 7 | 3 | 5 | 15 | 7 | 1819 | 94 | 1.9 | -9 | 2.9
COc1cc(/C=N/NC(=O)c2ccc(CSc3nc4ccccc4[nH]3)cc2)cc(OC)c1OC | -18 | -1 | 8 | -2 | -14 | -2 | 1532 | 110 | -0.087 | 2 | 1.4
CCOc1ccc(C(=S)NC2CCCCC2)cc1 | / | 5 | -22 | -5 | -7 | -5 | 1693 | 116 | / | 9 | -0.3
Nc1nnc(-c2ccc(Cl)c([N+](=O)[O-])c2)s1 | -21 | 8 | 16 | 3 | -7 | 7 | 1740 | 109 | -0.042 | 9 | 1.7
CC(Oc1cccc(Cl)c1)C(=O)Nc1cc(=O)n(C)c(=O)n1C (stereo unspecified) | -8 | -1 | 0 | -12 | 15 | -5 | 1576 | 90 | / | -12 | 1.4

2 entries picked at random from the list so far:
SMILES | S1P3 antag | PPARg SRC2 recr | STAT1 inh | PPARg SRC-3 ag | STAT3 blocker | PPARg SRC1 recr | TR-FRET SRC-2 ct | STAT3 activator | ROMK primary | TLR4 MyD88 comp | RAM inhibit
CCC(=O)NC(=S)Nc1ccc(N2CCOCC2)cc1 | -15 | 2 | -25 | -3 | 5 | -1 | 1514 | 101 | -0.54 | 14 | 1.2
S=C(NCC1COc2ccccc2O1)Nc1ccccc1 (stereo unspecified) | 0 | 7 | 3 | 5 | 15 | 7 | 1819 | 94 | 1.9 | -9 | 2.9

(list continues)
SMILES | S1P3 antag | PPARg SRC2 recr | STAT1 inh | PPARg SRC-3 ag | STAT3 blocker | PPARg SRC1 recr | TR-FRET SRC-2 ct | STAT3 activator | ROMK primary | TLR4 MyD88 comp | RAM inhibit
CC(NCC(O)COCc1ccc(Cl)cc1)c1ccccc1 (stereo unspecified) | 7 | 18 | -8 | 3 | 5 | 10 | 1533 | 97 | -2* | 2 | -0.6
CC1(C)CC(NC(=O)COc2ccccc2Cl)CC(C)(C)N1 | -40 | 6 | -13 | 3 | 2 | -2 | 1646 | 101 | 0.21 | 2 | 2.5
Cn1cc(/C=C2\SC(=O)N(c3ccccc3)C2=O)c2ccccc21 | 0 | 5 | -21 | 6 | -13 | -5 | 1710 | 110 | / | 8 | 3.8
Cc1cc(C)nc(NS(=O)(=O)c2ccc(NC(=O)c3cc(-c4ccccc4)nc4ccccc34)cc2)n1 | -12 | 3 | 1 | 0 | -2 | -8 | 1313 | 101 | / | -4 | 7.3
C/C(=N\N1CCN(C2c3ccccc3-c3ccccc32)CC1)c1ccncc1 | / | 5 | -2 | 7 | 11 | 7 | 1557 | 91 | / | 3 | -0.4
COc1ccc(C(=O)NCC(=O)N2CCc3ccccc3C2)cc1 | 20 | 7 | 2 | 3 | 29 | 4 | 1871 | 81 | -0.029 | -4 | 1.6
CCn1c(=O)cc(O)c2ccccc21 | 4 | -2 | 1 | -5 | 1 | 2 | 1406 | 102 | 0.33 | -6 | -0.4
O=C(COc1ccccc1Cl)NCc1ccco1 | 10 | 2 | -1 | 0 | 5 | 4 | 1595 | 98 | 0.24 | -4 | 2.0
COc1ccc(NC(=O)C2CC(=O)OC2c2ccccc2)cc1 (stereo unspecified) | -21 | 8 | 3 | 2 | 0 | 8 | 1518 | 98 | -0.093 | -18 | 0.8
CC(C)=CCCC(C)CN1CCC(N2CCC(C(=O)NC(C)C)CC2)CC1 (stereo unspecified) | -13 | 4 | 12 | 2 | 1 | 9 | 1692 | 103 | -0.12 | 11 | -0.5
CCOC(=O)c1cc(CC)sc1NC(=O)C1CC(=O)NN1Cc1ccccc1 (stereo unspecified) | -14 | 1 | 1 | -2 | 6 | -2 | 1419 | 99 | / | -9 | 3.0
N#Cc1c(C(F)(F)F)cc(-c2ccc(Cl)cc2)[nH]c1=O | / | -10 | 5 | -2 | 6 | -2 | 1520 | 100 | / | 6 | 2.5
COc1ccccc1NC(=O)Cc1csc(NC(=O)c2ccccc2)n1 | -1 | 4 | 4 | 1 | -12 | -2 | 1757 | 116 | -0.13 | 5 | 9.2*
COc1ccc(CC(=O)Nc2cccc(-c3ccc4nnc(C)n4n3)c2)cc1OC | -5 | 4 | 21 | 0 | 34 | -2 | 1632 | 74 | -1.4 | 4 | 1.6
COc1ccc(C(O)c2nccc3cc(OC)c(OC)cc23)cc1OC (stereo unspecified) | -1 | -1 | 20 | 1 | 37 | 3 | 1593 | 74 | 0.19 | -7 | 1.6
CCC(=O)NCc1nc2ccccc2n1Cc1ccccc1F | / | 2 | 7 | 5 | 8 | 3 | 1540 | 95 | / | -5 | -0.3
CC(C)CC(=O)NNC(=O)c1ccc(Cl)cc1 | -23 | 5 | -5 | 7 | 7 | 3 | 1503 | 97 | 1 | 3 | 1.1
N#CCC(=N)N1CCN(c2ccccc2Cl)CC1 | / | 8 | 15 | 13 | 8 | 6 | 1584 | 98 | / | 0 | 0.9
CCOC(=O)C1(C)NC(c2cccs2)C2C(=O)N(c3ccccc3)C(=O)C21 (stereo unspecified) | -7 | 5 | 1 | 4 | 6 | -5 | 1671 | 106 | -1.2 | 4 | 0.6
O=C1C2C3C=CC(C3)C2C(=O)N1c1ccccc1OS(=O)(=O)c1ccccc1 (stereo unspecified) | 2 | -1 | 8 | 5 | 8 | -3 | 1673 | 93 | 0 | 7 | 2.8
Cc1ccc(C)c(-n2c(-c3ccc4c(c3)OCO4)n[nH]c2=S)c1 | / | 15 | 11 | 19 | 7 | 1 | 1734 | 98 | / | 0 | -1.4
CCC(c1nnnn1Cc1ccc2c(c1)OCO2)N1CCN(CC)CC1 (stereo unspecified) | -6 | 2 | 3 | 4 | -5 | -1 | 1660 | 107 | -0.0043 | 20 | 0.4
COc1ccc(N2CC(C(=O)N/N=C/c3cc([N+](=O)[O-])ccc3O)CC2=O)cc1 (stereo unspecified) | 4 | -5 | 3 | -3 | 7 | 4 | 1445 | 102 | 0.69 | -5 | 0.4
Cc1ccc(-c2nc3ncccn3c2Nc2ccc3c(c2)OCO3)o1 | / | 5 | 2 | 11 | 12 | 3 | 1663 | 94 | / | -2 | 0.2
Cc1noc(C)c1CSCC(=O)N1CCN(c2ccc([N+](=O)[O-])cc2)CC1 | / | 3 | 9 | -14 | 21 | -4 | 1418 | 83 | -4.3* | -7 | 1.9
CC1CCCCN1S(=O)(=O)c1ccc(C(=O)Nc2ccccc2-c2nc3ccccc3s2)cc1 (stereo unspecified) | 0 | -7 | -2 | 1 | -32 | 2 | 1613 | 127 | -0.42 | -6 | 1.8
CN(CC(=O)NCc1ccc(Cl)cc1)S(=O)(=O)c1cccc2cccnc12 | / | -4 | -2 | -3 | 9 | 7 | 1647 | 100 | / | -10 | 2.0
CCOC(=O)c1c(C)[n+]([O-])c2ccc3c(non3O)c12 | -3 | -8 | -5 | 1 | 0 | 5 | 1381 | 105 | 0.29 | 7 | 5.0
CCc1ccc(NC(=O)CN2C(=O)CSC2=O)cc1 | / | 4 | -27 | 3 | -8 | 7 | 1695 | 108 | -0.098 | -3 | 1.5
Nc1ccc(Nc2ccncc2[N+](=O)[O-])cc1 | / | 9 | 12 | 6 | 5 | 4 | 1464 | 100 | -0.52 | 5 | 0.6
COc1ccc(CC(CC(=O)O)C(=O)Nc2ccc(OC)cc2)cc1 (stereo unspecified) | -9 | 0 | 4 | -7 | 13 | -3 | 1470 | 97 | / | 3 | 0.9
COC(=O)Cc1c(O)ccn(CCc2ccc(OC)c(OC)c2)c1=O | -3 | 2 | -4 | 4 | 7 | 6 | 1537 | 99 | 0.66 | 12 | -0.9
Nc1nc(-c2ccc(F)cc2)cc(C(F)(F)F)n1 | / | 10 | -6 | -4 | 11 | 6 | 1533 | 96 | -0.11 | -8 | 0.0
COc1ccc(NC(=O)c2cc3n(n2)C(C(F)(F)F)CC(c2ccc4c(c2)OCO4)N3)cc1OC (stereo unspecified) | -4 | 3 | 8 | 2 | 2 | 6 | 1485 | 105 | / | 15 | 4.7
N#Cc1ccc(N2Cc3ccccc3/C2=N/C(=O)Nc2ccc(Cl)cc2)cc1 | 0 | 5 | 4 | 3 | 12 | 11 | 1526 | 88 | 0.0072 | -22 | 2.4

Bioassay records as filed in PubChem.
